From PubChem
LYPLA1 counter – LYPLA1 inhibitors, primary screen, counter-screen for PME1 inhibitor project, biochemical, fluorescence polarization, FP-Rh probe ABPP; recombinant LYPLA1; inhibition, % at 5.9 µM; hit rate 0.16% among 320,000;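 active = inhibition above the mean of all tested compounds plus 3 SD, set per campaign, cut at about 14% in these data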;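 also: inhibitors block serine hydrolase probe labeling of LYPLA1 so polarization falls; 0% = enzyme with DMSO and 100% = wells lacking LYPLA1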
Target sequence (O75608 whole entry, looked up): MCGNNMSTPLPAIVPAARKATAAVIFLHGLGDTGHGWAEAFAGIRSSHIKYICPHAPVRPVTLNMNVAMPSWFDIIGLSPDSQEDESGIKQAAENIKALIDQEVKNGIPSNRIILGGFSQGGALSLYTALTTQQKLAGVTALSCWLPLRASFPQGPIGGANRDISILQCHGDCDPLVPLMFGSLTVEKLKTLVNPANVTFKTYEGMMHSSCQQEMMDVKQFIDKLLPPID
PAFAH2 FP inh – PAFAH2 enzyme inhibitors, primary screen, biochemical, fluorescence polarization, human. hit rate 0.99% among 340,000. recombinant PAFAH2, FP-rhodamine activity probe. inhibition, % at 3.39 µM;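 active = inhibition above the mean over all tested compounds plus 3 SD, cut at about 30% in these data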;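 also: inhibitors block probe labeling of enzyme so polarization drops; 0% = enzyme with DMSO and 100% = wells lacking PAFAH2 protein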
ZTA DNA inh – blocks Epstein-Barr virus ZTA, an EBNA-1 counter-screen. ZTA-DNA binding, fluorescence polarization. P03206. inhibition, % at 11 µM. hit rate 0.15% among 320,000; in the data active = inhibition above about 33%
PAFAH1B3 inh – PAFAH1B3 enzyme inhibitors, primary screen, biochemical, fluorescence polarization, human; Platelet-activating factor acetylhydrolase IB subunit alpha1 (Homo sapiens), Q15102; recombinant PAFAH1B3, FP-rhodamine probe; inhibition, % at 3.39 µM; hit rate 0.28% among 340,000;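 active = inhibition above the screen-wide average of all tested compounds plus 3 SD, cut at about 25% in these data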;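 also: 0% = enzyme with DMSO only and 100% = wells lacking PAFAH1B3 protein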
PAFAH1B2 FP inh – PAFAH1B2 enzyme inhibitors, primary screen, biochemical, fluorescence polarization, human | hit rate 1.2% among 340,000 | inhibition, % at 3.39 µM | recombinant PAFAH1B2, FP-rhodamine activity probe | Platelet-activating factor acetylhydrolase IB subunit alpha2 (Homo sapiens), P68402 | AID 492953, 2010;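 active = inhibition above the mean of all tested compounds plus 3 SD, cut at about 24% in these data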;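 also: 0% = enzyme with DMSO and 100% = wells lacking PAFAH1B2; many of its hits are not listed in these tables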
Target sequence (P68402 whole entry, looked up): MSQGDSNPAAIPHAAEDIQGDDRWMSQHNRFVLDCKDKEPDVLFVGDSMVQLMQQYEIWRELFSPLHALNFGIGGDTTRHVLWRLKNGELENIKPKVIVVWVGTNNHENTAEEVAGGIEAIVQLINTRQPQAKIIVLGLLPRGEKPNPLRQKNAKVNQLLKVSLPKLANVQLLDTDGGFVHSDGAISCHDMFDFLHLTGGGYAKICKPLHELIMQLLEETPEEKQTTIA
EBNA-1 inhibitor – EBNA-1 DNA-binding inhibitors, primary screen, biochemical, fluorescence polarization. inhibition, % at 14.8 µM. AID 1950, 2009. hit rate 0.34% among 300,000; in the data active = inhibition above about 28%
pPAFAH inh – pPAFAH enzyme inhibitors, primary screen, biochemical, fluorescence polarization, human; Platelet-activating factor acetylhydrolase (Homo sapiens), Q13093; recombinant pPAFAH, FP-rhodamine probe fluorescence polarization; inhibition, % at 3.39 µM; hit rate 1.5% among 330,000; AID 463082, 2010;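 active = inhibition above the mean inhibition across the screen plus 3 SD, cut at about 25% in these data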;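 also: inhibitors block binding of the rhodamine activity-based probe so polarization drops; 0% = enzyme with DMSO and 100% = wells lacking pPAFAH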
Target sequence (Q13093 whole entry, looked up): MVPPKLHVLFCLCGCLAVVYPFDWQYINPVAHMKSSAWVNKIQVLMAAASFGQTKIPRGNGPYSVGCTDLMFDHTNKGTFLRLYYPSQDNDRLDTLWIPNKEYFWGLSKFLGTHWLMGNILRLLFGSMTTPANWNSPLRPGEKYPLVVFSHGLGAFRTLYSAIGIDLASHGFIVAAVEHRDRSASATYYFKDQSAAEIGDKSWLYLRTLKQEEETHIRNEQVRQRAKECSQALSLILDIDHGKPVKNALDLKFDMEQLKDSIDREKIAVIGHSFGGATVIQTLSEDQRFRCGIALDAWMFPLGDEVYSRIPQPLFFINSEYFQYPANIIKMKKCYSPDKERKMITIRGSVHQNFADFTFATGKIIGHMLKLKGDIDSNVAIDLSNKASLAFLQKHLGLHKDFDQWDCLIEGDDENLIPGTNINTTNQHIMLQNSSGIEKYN
LYPLA2 counter – LYPLA2 inhibitors, primary screen, counter-screen for PME1 inhibitor project, biochemical, fluorescence polarization, FP-Rh probe ABPP | Acyl-protein thioesterase 2 (Homo sapiens), O95372 | recombinant LYPLA2 | inhibition, % at 5.9 µM | hit rate 0.38% among 320,000 | AID 2177, 2009;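 active = inhibition above the screen-wide mean plus 3 SD, limit set per campaign, cut at about 26% in these data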;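 also: 0% = LYPLA2 with DMSO and 100% = wells lacking LYPLA2 enzyme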
PREPL inh – PREPL enzyme inhibitors, primary screen, biochemical, fluorescence polarization; Prolyl endopeptidase-like (Homo sapiens), Q4J6C6; recombinant PREPL, fluorescence polarization activity-based probe; inhibition, % at 5.96 µM; hit rate 0.68% among 320,000; in the data active = inhibition above about 43%;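 also: 0% = enzyme with DMSO and 100% = wells lacking enzyme; many of its hits are not listed in these tables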
Active calls of the source: *; · = not tested or not shown; & = joins results of further samples. An excerpt; the hit share may differ from the screen's.

SMILES	LYPLA1 counter	PAFAH2 FP inh	ZTA DNA inh	PAFAH1B3 inh	PAFAH1B2 FP inh	EBNA-1 inhibitor	pPAFAH inh	LYPLA2 counter	PREPL inh
COC(=O)N/N=C(\C)c1ccc(OC(F)F)cc1	4	4	-4	14	1	-5	3	3	-1
CCOC(=O)CSc1nc2c(cnn2-c2ccc(F)cc2)c(=O)[nH]1	1	2	-7	11	15	-8	-3	1	16
COc1ccc(CNC(=O)CCSCc2ccccc2Cl)c(OC)c1	3	3	-15	8	1	1	6	3	-10
CCN(CC(=O)Nc1ccccc1C(F)(F)F)C(=O)CCS(=O)(=O)c1ccc(Cl)cc1	4	8	-16	11	5	-8	1	7	40
CC(=O)c1cc(NC(=O)c2ccccc2)c(=O)oc1C	1	9	-4	5	5	-1	1	-1	-2
COc1ccc(CCNC(=O)c2ccc3c(c2)N(Cc2ccccc2)CCS3)cc1OC	-3	3	3	7	3	-8	11	-2	12
CCOc1ccc(C(=O)Cn2cnnc2C#N)cc1	-1	-1	3	4	-2	10	3	-1	-9
Cc1cc(C)c(Cn2cnc(-c3ccc([N+](=O)[O-])cc3)c2)c(C)c1	-5	0	1	8	-2	-7	6	-7	18
COc1ccc(/C=C/C(=O)Nc2ccccc2C(=O)NCC(c2ccc(OC)cc2)N(C)C)cc1 (centres undefined)	-2	-7	-4	1	0	3	6	-1	1
CCCn1nc(C(=O)NNC(=O)Cc2ccc(S(=O)(=O)N3CCOCC3)s2)c2ccccc2c1=O	-4	-1	-8	0	-3	-11	-8	-3	15
O=C(O)CCC(=O)c1ccc2c(c1)OCCCO2	2	5	2	9	-1	-3	-3	7	4
Cc1ccc(NC(=O)CSCc2n[nH]c(=O)[nH]2)c(Br)c1	3	2	8	-6	0	-1	6	1	2
Cc1cccc(N(C)S(=O)(=O)c2csc(C(N)=O)c2)c1	-1	0	-9	4	7	-6	-2	-3	16
CCc1ccc(-c2csc(NC(=O)c3cccnc3)n2)cc1	-3	-8	-8	7	-2	-4	2	-9	4
O=[N+]([O-])c1cc2c(cc1/C=N/NS(=O)(=O)c1ccc(Br)cc1)OCO2	-2	·	-6	·	·	-21	10	1	11
Cc1cccc(NC(=S)N(CCN2CCOCC2)Cc2cc3cc4c(cc3[nH]c2=O)OCCO4)c1	-5	1	16	1	7	8	4	2	1
Cc1nnc(Cl)c2nn(-c3ccccc3)c(C)c12	-4	3	-3	2	1	-10	0	-9	-9
O=c1oc2cc(O[C@@H]3OC[C@@H](O)[C@H](O)[C@H]3O)ccc2c2ccccc12	-3	-9	15	13	2	6	3	-6	-1
O=c1cc(CO)oc(C(Nc2ccccn2)c2ccccc2F)c1O (centres undefined)	1	-6	-6	10	-1	-8	-10	0	2
CCOc1nc2cnccc2n(CC(=O)Nc2cccc(C)c2)c1=O	0	1	-6	8	1	-3	4	4	-10
CNC(=O)COC(=O)c1c2c(nc3ccccc13)CCC2	-2	5	9	-2	5	2	13	4	13
COc1cc(O)oc1C=Nc1ccc(C(=O)O)cc1	-2	-1	-18	6	5	-9	3	0	-5
O=C1CC(c2ccccc2F)C2=C(COC2=O)N1 (centres undefined)	-3	·	-4	·	·	-3	-1	-1	-8
C[n+]1c2n(c3ccccc31)N=C(c1ccccc1)CS2	1&-1	1&-2	5&-5	-2&9	3&3	7&4	2&5	-1&-3	10&4
CCOC(=O)N1CCC(NC(=O)c2cc(COc3c(C)cccc3C)on2)CC1	7	8	-1	12	1	7	2	6	5
Cc1cc(NC(=O)CCN2C(=O)C3C4C=CC(C4)C3C2=O)ccc1Br (centres undefined)	2	0	-17	8	0	2	1	14	3
O=C(COc1ccc(Cl)cc1Cl)NCCCNC(=O)c1cnccn1	-3	5	19	5	4	-3	3	-8	-7
Cc1cc(C)n(C(=O)c2ccc([N+](=O)[O-])c(Cl)c2)n1	-2	0	8	4	-3	3	1	-9	-10
CC1CC(C)CN(CCCn2c(=S)[nH]c3ccccc3c2=O)C1 (centres undefined)	3	-2	-9	-1	-5	-5	3	2	0
CC/C(=N/NC(=O)CNc1ccc(Cl)cc1C)c1ccccc1	-3	-5	6	6	2	11	1	-7	2
Cc1cc(C)cc(N(CC(=O)NC2CCCC2)C(=O)C2(C)CC(=O)N=C3C=CC=CN32)c1 (centres undefined)	3	0	12	-2	-2	15	0	3	-7
NC1=NC(=O)/C(=C/c2cn(CCC(=O)O)nc2-c2ccc(Cl)cc2)S1	-1	5	-6	6	50*	-2	1	-1	10
O=C(NC12CC3CC(CC(C3)C1)C2)c1cccnc1	1	1	6	-2	8	8	2	1	8
CCCC1S/C(=N/N=C/c2ccc(OC)cc2)N(Cc2ccccc2)C1=O (centres undefined)	1	4	10	6	2	8	3	1	-6
OC1C[N+]2(CCCCC2)C1	2	0	4	-3	3	7	1	-1	7
CN(CCCNC(=O)Cn1cc2c(n1)CCCC2)C1CCCCC1	2	-4	12	-3	-4	0	2	3	0
CCOc1ccc(C2C(C(=O)c3ccco3)=C(O)C(=O)N2Cc2cccnc2)cc1OC (centres undefined)	-4	-5	-14	7	0	-2	2	-1	24
COc1cccc(CN(C)C(=O)c2cc(S(=O)(=O)NCc3ccccc3)ccc2C)c1OC	-1	7	6	-1	6	-2	1	4	5
COc1ccc(CC(=O)Nc2cc(=O)n(C)c(=O)n2C)cc1OC	-3	-1	-5	8	1	-2	1	-3	-2
CCC12CN3CCN(CC(C3)/C1=N\NC(=O)c1ccc(F)cc1)C2	3	0	-8	-2	1	2	-1	1	2
CCCCS(=O)Cc1ccccc1 (centres undefined)	-1	-3	6	-2	3	14	4	0	-15
Cc1ccccc1OCCn1cc(C(=O)O)c2ccccc21	-1	3	5	10	24*	-6	5	-6	-4
CCC(=O)c1ccc(OCC(=O)NC2CCCC2)cc1	0	4	-3	11	-4	·	-3	-7	8
Cc1ccc(NC(=O)c2sccc2-n2cccc2)c(C)c1	-1	3	-4	10	11	-11	3	2	15
Cc1ccc(SCC(=O)Nc2cccc(NC(=O)c3ccco3)c2)cc1	-4	9	-7	-5	6	0	8	1	-6
Nc1nnnn1/N=C/c1ccc(N2CCCCC2)c([N+](=O)[O-])c1	4	1	2	3	2	-2	0	11	0
COc1cc(OC)cc(C(=O)NC(=S)Nc2cc3oc4ccccc4c3cc2OC)c1	1	-1	-9	5	-2	-6	-3	1	-3
CCN(C(=O)c1cccs1)c1nc(-c2ccc(OC)cc2)cs1	0	2	11	1	6	-2	2	-5	-2
CCNC(=S)Nc1cc(Cl)ccc1Oc1ccccc1	2	5	-12	1	-3	7	-2	5	-3
COc1ccc(-c2cn3cc(C(=O)NN)ccc3n2)cc1	-9	-5	-11	4	1	-12	7	-11	8
Cc1cc(N2C(=O)C(O)=C(C(=O)c3ccco3)C2c2cccc(Oc3ccccc3)c2)no1 (centres undefined)	-4	4	2	1	9	-1	13	1	7
Cc1ccc(Nc2nc3c(c(=O)[nH]2)CCCC3)cc1	-4	4	1	-4	2	-9	0	-4	3
CN1CCN(S(=O)(=O)c2cccc(C(=O)Nc3cc(C(F)(F)F)ccc3N3CCCCC3)c2)CC1	3	-1	2	-4	0	-16	12	2	-2
COc1ccc(OCCn2cnc(Cl)c2Cl)cc1	4	2	-12	8	4	3	5	12	1
CCOC(=O)[C@@H]1[C@H]2COc3ccccc3[C@@H]2N2C(=O)N(c3cccc(C)c3)C(=O)[C@]12C	0	-2	5	-8	0	13	2	4	-33
NNC(=O)C1CC1c1ccc(Cl)cc1 (centres undefined)	-2	3	9	6	21	-10	-11	-6	-24
Cc1cc(C)cc(N2C(=O)CC(n3nc(C)cc3C)C2=O)c1 (centres undefined)	-6	0	2	-1	2	8	3	1	1
COC(=O)c1nn(-c2ccc(OC)cc2)ccc1=O	1	-6	-3	7	-1	6	3	10	7
CCOC(=O)CCCCCC(=O)Nc1ccc2c(c1)C(=O)N([C@H](C)CO)C[C@@H](C)[C@H](CN(C)Cc1ccc3c(c1)OCO3)O2	·	2	·	0	5	·	20	·	14
CCOC(=O)CCc1c(C)c(C#N)c2nc3ccccc3n2c1-n1cnc2ccccc21	-4	-2	6	9	-4	-6	-2	-6	-7

Later entries:
SMILES	LYPLA1 counter	PAFAH2 FP inh	ZTA DNA inh	PAFAH1B3 inh	PAFAH1B2 FP inh	EBNA-1 inhibitor	pPAFAH inh	LYPLA2 counter	PREPL inh
CC1(C)Cc2cccc(OCC(=O)N3CCN(c4ccccc4)CC3)c2O1	1	4	1	3	1	2	0	-2	23
CCOc1nc(-c2ccc(OC)cc2)ccc1-c1noc(-c2cc(OC)c(OC)c(OC)c2)n1	-4	-6	-1	-4	-4	10	1	0	23
O=c1ccc2cc(S(=O)(=O)N3CCN(c4ccccc4)CC3)ccc2[nH]1	3	-11	-23	1	0	-10	-2	-1	0
CCCn1c(CCC(=O)O)nc2cc(S(N)(=O)=O)ccc21	6	0	14	2	2	-5	-2	12	13
CC1(C)CC(=O)C=C(NCCN2CCN(C(=S)Nc3ccccc3)CC2)C1	2	2	2	7	4	-5	0	2	-2
C[C@H](O)[C@@]1(O)CC[C@H]2[C@@H]3CC[C@@H]4C[C@H](O)CC[C@]4(C)[C@H]3CC[C@@]21C	0	3	5	1	5	-6	0	-2	-1
O=[N+]([O-])c1cccnc1SCc1ccccc1	1	-10	6	5	2	-1	7	38*	-1
Cc1cccc(NC(=S)N(c2ccccc2)C(C)C)c1C	-1	0	-13	4	-4	-6	-2	2	11
Cc1cc(C)nc(NN2C(=O)/C(=C/c3ccc(O)cc3)SC2=S)n1	-31	-37	-17	-41	-15	4	-7	-70	-14
NS(=O)(=O)c1ccc(O)c(NC(=O)c2ccc([N+](=O)[O-])cc2)c1	0	31*	-14	4	-3	-5	6	-4	2
CC(=O)c1cccc(NC(=O)CCn2c(=S)oc3ccccc32)c1	-1	-1	8	-12	-2	14	3	3	21
COc1ccc(C(=O)N/N=C/c2ccc3cccc(OCc4ccccc4)c3n2)cc1	-35	-53	0	-32	-23	-3	-21	-67	-73
O=C1NCCCC1C(=O)N1CCCCC1 (centres undefined)	-2	0	-3	-2	2	-12	1	3	-5
COCc1cc(C)[nH]c(=O)c1C#N	3	-11	-3	1	-6	-21	4	8	8
N#Cc1nc(COc2ccccc2)oc1N1CCC(Cc2ccccc2)CC1	-1	-3	-1	-2	-2	-17	4	0	-48
CC(Oc1ccc2c(-c3ccccc3)cc(=O)oc2c1)C(=O)NCC1CCC(C(=O)O)CC1 (centres undefined)	0&-2	11&4	-4&4	5&4	4&2	-7&-1	3&1	2&-9	-2&1
